Compound activity deposited in PubChem BioAssay by several laboratories.
Scp1 inh – Scp-1 (human) phosphatase inhibition. Q9GZU7. Recombinant Scp1, phosphopeptide, malachite green phosphate absorbance. inhibition, % at 20 µM. actives 0.88% (n = 340,000). AID 493091;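 active = inhibition above about 50% at 20 µM, limit read from the data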;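 also: plate controls were DMSO wells with enzyme for no effect and wells lacking enzyme for full effect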
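Test system: SCP-1 catalytic domain; Buffer or medium: Acidic Tris acetate buffer with magnesium and detergent; Also added: Phosphorylated 17-residue peptide substrate; Compound: single 20 µM dose, 1% DMSO; Schedule: enzyme reaction 45 min at room temperature, colour 5 min, stabilisation 30 min; Signal: Phosphate-binding colour reagent, absorbance read at 630 nm.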
SUMO1-SIM PPI – alters human SUMO1 binding to SIM partners; P63165; SUMO1 binding to a labelled peptide, TR-FRET, 1 h; inhibition, % at 20 µM; actives 0.33% (n = 360,000); AID 602429; in the data active = inhibition above about 37%
Neddyl block – blocks human cullin neddylation; actives 0.58% (n = 360,000); AID 651699; TR-FRET cullin neddylation, biochemical; calls only at 25 µM; in the data active = inhibition above about 36%
NadD inh – NadD (S. aureus) enzyme inhibition | inhibition, % at 20 µM | actives 0.78% (n = 360,000) | purified NadD enzyme, colorimetric absorbance read-out; in the data active = inhibition above about 26%; also: some compounds past the cut are filed as inactive
CendR NRP1 mod – alters CendR peptide binding to human NRP-1. O14786. FAM-RPARPAR peptide binding to NRP-1, fluorescence polarization. inhibition, % at 25 µM. actives 0.85% (n = 360,000). AID 602438;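 active = inhibition or corrected inhibition above about 18%, plus a signal ratio from 0.5 to 1.5, limit read from the data, passing the limit was not always enough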; also: strong numbers were not always called active
LMPTP inh – LMPTP (human) inhibition | P24666 | recombinant LMPTP-A, OMFP fluorogenic substrate, fluorescence intensity | inhibition, % at 20 µM | actives 0.22% (n = 360,000);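 active = compounds that cut the enzyme signal by at least half of the control window in the single-dose screen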;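 also: plate controls were DMSO wells with enzyme plus substrate for no effect and substrate without enzyme for full effect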
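Assay system: LMPTP-A phosphatase enzyme | Input: 0.625 nM enzyme | Also added: Fluorogenic phosphatase substrate OMFP at 400 µM final | Compound dosing: One test concentration per compound, 20 µM, with 3% DMSO overall | Schedule: 50 min enzyme reaction at room temperature, protected from light | Signal: Fluorescence intensity | Benchmarks: no-enzyme and uninhibited controls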
STEP inh – inhibitors of human striatal-enriched phosphatase STEP; inhibition, % at 20 µM; actives 0.25% (n = 360,000); P54829; recombinant STEP, OMFP fluorogenic substrate, fluorescence; AID 588621;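 active = inhibition at 20 µM, scaled per plate between control wells, above about 37%, limit read from the data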;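 also: 0% = DMSO with enzyme and substrate and 100% = substrate only without enzyme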
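medium = Bis-Tris buffer pH 6.0, 2.5 mM DTT, 0.005% Tween 20 | test system = STEP (striatal-enriched tyrosine phosphatase) enzyme, cell-free | measure = normalized % inhibition | compound dosing = 20 µM, 1% DMSO | also added = 25 µM OMFP | schedule = reaction 20 min, ambient temperature | measured by = fluorescence read at 480 nm ex / 540 nm em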
SKN-1 block – inhibitors of C. elegans SKN-1. AID 624304. C. elegans VP596 Pgst-4::GFP/RFP ratio, acrylamide-induced, 24 h. actives 0.49% (n = 360,000). inhibition, % at 21.8 µM;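 active = interference check ratio from 0.5 to 1.5 plus GFP to RFP signal ratio inhibition reaching or exceeding a fixed threshold, cut at about 30% in these data, passing the limit was not always enough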; also: some compounds called inactive have numbers as strong as hits
Tb MetRS inh – Trypanosoma brucei MetRS inhibition. purified T. brucei MetRS, ATP depletion, Kinase-Glo luminescence. inhibition, % at 11.9 µM. actives 0.4% (n = 360,000). AID 624268;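 active = inhibition above a per-plate cutoff of the control wells' mean inhibition plus 3 SD, cut at about 5.5% in these data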;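 also: 0% = DMSO wells median and 100% = median of wells with control inhibitor compound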
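Dosing: 11.9 µM single point; system: parasite MetRS enzyme; technique: luminescence of leftover ATP; times: 15 min enzyme-compound preincubation, 2 h reaction, 10 min detection, 25 °C; replicates: each compound tested once; read-out basis: percent inhibition relative to median high and low control wells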
DNMT1 block – DNMT1 (human) enzyme inhibition; actives 0.83% (n = 360,000); AID 588458; P26358; inhibition (reported as % activation of signal), % at 10 µM; DNMT1 molecular beacon, Hinp1I cleavage, fluorescence; in the data active = inhibition above about 50%
Target sequence (P26358 504-1616 limits assumed): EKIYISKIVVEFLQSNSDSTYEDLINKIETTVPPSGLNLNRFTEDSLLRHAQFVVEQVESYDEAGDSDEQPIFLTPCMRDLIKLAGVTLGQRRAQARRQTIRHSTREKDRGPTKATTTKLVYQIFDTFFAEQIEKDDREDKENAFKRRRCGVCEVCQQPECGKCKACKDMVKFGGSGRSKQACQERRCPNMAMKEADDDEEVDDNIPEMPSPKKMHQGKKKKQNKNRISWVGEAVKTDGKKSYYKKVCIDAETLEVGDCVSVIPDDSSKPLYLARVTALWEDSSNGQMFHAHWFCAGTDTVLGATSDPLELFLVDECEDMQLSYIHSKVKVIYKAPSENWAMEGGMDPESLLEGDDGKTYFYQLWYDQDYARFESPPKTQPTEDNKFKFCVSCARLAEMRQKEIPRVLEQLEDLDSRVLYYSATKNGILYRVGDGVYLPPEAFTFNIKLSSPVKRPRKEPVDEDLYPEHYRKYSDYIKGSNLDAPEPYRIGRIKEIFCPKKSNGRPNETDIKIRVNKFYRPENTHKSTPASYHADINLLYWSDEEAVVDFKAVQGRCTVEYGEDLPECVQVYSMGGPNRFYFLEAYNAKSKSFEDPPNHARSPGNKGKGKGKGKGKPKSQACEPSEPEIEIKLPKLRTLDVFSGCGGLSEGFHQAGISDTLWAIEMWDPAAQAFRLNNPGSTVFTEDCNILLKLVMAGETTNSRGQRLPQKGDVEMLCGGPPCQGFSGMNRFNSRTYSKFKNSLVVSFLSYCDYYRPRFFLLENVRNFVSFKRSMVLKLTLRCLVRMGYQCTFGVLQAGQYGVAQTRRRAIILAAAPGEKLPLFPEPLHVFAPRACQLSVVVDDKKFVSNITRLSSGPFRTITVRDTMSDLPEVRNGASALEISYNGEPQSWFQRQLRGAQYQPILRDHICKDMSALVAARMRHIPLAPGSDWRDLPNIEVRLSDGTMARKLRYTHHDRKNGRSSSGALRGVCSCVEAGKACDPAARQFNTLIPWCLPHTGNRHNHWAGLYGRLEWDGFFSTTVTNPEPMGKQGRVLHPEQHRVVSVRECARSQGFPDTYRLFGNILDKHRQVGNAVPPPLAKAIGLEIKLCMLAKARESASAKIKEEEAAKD
Active calls of the source: *; i = inactive; x = not tested or not shown.

Each structure is followed by: Scp1 inh, SUMO1-SIM PPI, Neddyl block, NadD inh, CendR NRP1 mod, LMPTP inh, STEP inh, SKN-1 block, Tb MetRS inh, DNMT1 block
> COC(=O)c1sccc1-c1ccc(/C=N/OCc2c(Cl)cccc2Cl)o1
→ -11, -2, x, 2, 3, 2.4, 1, -1, 0.7, 1
> Cc1cccc(NS(=O)(=O)c2cccc(C(=O)NCC(c3ccc(F)cc3)N3CCOCC3)c2)c1 (stereo unspecified)
→ -8, -7, i, -7, 0, -6.3, -4, 2, -0.4, -9
> CSCC[C@H](NC(=O)c1nn(C)c(=O)c2ccccc12)c1nc2ccccc2[nH]1
→ -1, -9, i, 0, 4, 0.0, 0, 5, 1.0, -1
> Cc1ccc(-c2nc3ccc(Cl)cn3c2CC(C)(C)C)cc1
→ x, -1, i, 4, -9, 2.3, -1, -8, -1.8, 9
> Cc1ncc(CN2CCC(CO)(CCc3ccccc3)CC2)s1
→ 2, -3, i, -3, 0, -1.8, 0, 9, -0.8, 0
> CCCc1nnc(SCC(=O)N2CCCC(C)C2)n1CC1CCCO1 (stereo unspecified)
→ -5, 0, i, 8, 5, 0.3, -4, -14, -1.1, 3
> O=C(CSc1nnc(NC2CC2)s1)c1ccc[nH]1
→ 0, 2, i, -4, 13, -1.9, -4, -9, 0.2, -2
> COC(=O)c1cc(OC)c(OC)cc1NC(=O)CCc1ccc(C)o1
→ -7, 3, i, -4, -8, 0.7, -1, -4, -1.3, -3
> Cc1cccc(-n2c(SCCC(=O)O)nnc2-c2cccs2)c1C
→ -3, 1, i, 2, 11, -3.3, 5, 3, -1.4, 3
> Cc1cc2ccccc2n2c(SCC(=O)N3CCOCC3)nnc12
→ -3, -3, i, 5, -3, -0.3, 2, -10, 0.3, 0
> CN1CCc2c1nc1ccccc1c2N (tested in a mixture with another compound)
→ -5, -17, i, -4, 1, 1.3, -1, 2, 0.2, 5
> O=C(COC(=O)c1ccccc1NCCO)NCC1CCCCC1
→ -4, 2, x, 1, 3, -1.1, 1, 4, -0.4, 4
> C=CCn1c(SCc2csc(C)n2)nc2scc(-c3ccc(C)o3)c2c1=O
→ 1, -4, i, 5, -2, 2.7, 3, 11, -0.7, 2
> CN1C(=O)c2ccc(N(C)C)cc2C1=O
→ 4, -15, i, -4, 7, 2.0, 1, -3, -2.0, 2
> C=CCN(Cc1nc(-c2ccccc2)no1)C(=O)c1ccoc1C
→ -20, 3, i, -6, 15, 0.1, 0, -1, 0.1, 3
> CCN(CC)C(=O)CN1CCC(n2c(C)nc3cc(C(F)(F)F)ccc32)CC1
→ -4, 0, i, -7, 9, -1.2, 1, -8, -0.9, 16
> O=C(CCCn1c(=S)[nH]c2ccsc2c1=O)NCCc1ccccc1
→ -2, 2, i, 1, -2, 2.3, 0, -20, 0.1, 0
> O=C(O)C1CSC(c2coc3ccccc3c2=O)N1 (stereo unspecified)
→ -5, 4, i, -9, -3, 0.1, -4, 3, 0.5, 2
> C=CCOc1ccc(C2/C(=C(\O)c3c(C)[nH]c(C(=O)OC)c3C)C(=O)C(=O)N2CCN(C)C)cc1 (stereo unspecified)
→ -18, -3, i, -6, 30*, -2.6, -2, -2, -0.6, -1
> Cc1ccc(C)c(NC(=O)c2cnc3n(c2=O)CCS3)c1
→ 2, 2, i, 2, 14, 0.0, 1, -8, -2.1, 1
> CCOC(=O)N1CCN(C(=O)c2ccc(-n3c(C)ccc3C)cc2)CC1
→ -2, -1, i, 3, 3, 0.1, 1, 14, -0.7, 1
> Cc1ccc2nc(N3C(=O)C(O)=C(C(=O)c4ccco4)C3c3cccs3)sc2c1 (stereo unspecified)
→ 34, -9, i, 21, -126, 7.5, 5, 2, -0.8, 2
> CS(=O)(=O)N(CCc1ccccc1)CC(=O)N1CCN(Cc2ccccc2)CC1
→ -2, -2, i, -5, 0, 0.0, 1, 7, 0.3, 0
> O=C(CSc1nnc(CNC(=O)c2cccc(C(F)(F)F)c2)o1)NC1CCCCC1
→ -4, -2, i, 3, 12, -0.4, 0, 5, -0.2, 0
> Cn1cc(/C=N/n2cnc3scc(-c4ccccc4)c3c2=O)c2ccccc21
→ -5, -4, i, 8, -8, 2.4, -3, 26, -0.2, -6
> Cn1cccc1C(=O)NC(=O)COC(=O)c1cc([N+](=O)[O-])ccc1Cl
→ -5, -19, i, -10, -8, -1.7, 1, -9, -0.7, -4
> CCC(C)(C(=O)NC1CCCC1)N(CC1CCCO1)C(=O)c1ccc2c(c1)OCO2 (stereo unspecified)
→ -2, 1, i, 10, 15, 1.6, -2, 4, 0.3, -1
> CC(=O)Nc1c(O)nc(SCC(=O)Nc2ccc(C(C)=O)cc2)[nH]c1=O
→ -1, -20, i, 2, -18, -1.0, -2, 0, -2.4, 3
> CCOC(=O)C1(Cc2cccc(OC)c2)CCCN(Cc2nccn2CC)C1 (stereo unspecified)
→ 22, -2, i, -8, -10, 0.1, -1, -4, 1.9, -8
> CCOC(=O)C1=C(C)NC(C)=C(C(=O)OCC)C1c1cn(-c2ccccc2)nc1-c1ccco1
→ -12, 1, x, 3, -8, 1.0, -5, -2, -0.4, 18
> CC(=O)Nn1c(-c2ccccc2)cc2ccccc21
→ -12, 1, i, 4, -7, -2.2, -2, 5, -0.2, -1
> O=C(CSc1ccc(-c2ccccn2)nn1)Nc1ccccc1
→ -5, -2, i, 2, 7, 0.3, 1, 8, -0.5, 1
> Cc1cc(C(F)(F)F)n2nc(-c3cnn(C)c3C(F)(F)F)c(Br)c2n1
→ -5, -1, i, -5, -7, -0.3, 2, 0, -0.2, 2
> CC(=O)c1ccccc1-c1csc2ncnc(Sc3nnnn3C)c12
→ -4, -2, i, 0, 18, 0.6, -1, 13, -0.2, 4
> CN(CC(=O)Nc1ccc(Cl)cc1)CC(=O)Nc1cc(Cl)ccc1C#N
→ -6, 2, i, 2, -2, -0.9, 3, -6, -0.6, 3
> CC(C(=O)Nc1ccc(O)cc1C(=O)O)N1C(=O)/C(=C\c2cccs2)SC1=S (stereo unspecified)
→ 34, 6, i, 16, -16, 7.7, 77*, 27, 0.5, -6
> COc1ccccc1/C=N/OC(=O)c1ccc(F)cc1
→ -20, 2, i, -9, -4, 1.3, 6, 2, -0.4, 4
> O=C(COC(=O)C1CC(=O)N(Cc2ccccc2)C1)Nc1ccc(Cl)cc1F (stereo unspecified)
→ 44, 3, i, -4, -11, -2.1, -2, 3, 0.1, 0
> CN1C(=O)c2ccc(NC(=O)CCS(=O)(=O)c3ccccc3)cc2C1=O
→ -7, -8, x, 2, -11, -0.5, 0, -4, 0.2, 0
> O=C(NCC1CC1)[C@@H]1C[C@H]1[C@@H](NP(=O)(c1ccccc1)c1ccccc1)c1ccccc1
→ -8, 1, i, -2, 4, -2.7, -1, 13, 0.0, 4
> CCOc1cc(Br)c(CC(=O)NC2CCCCCC2)cc1OCC
→ -17, 0, i, -4, 14, -0.6, -2, 21, 0.5, 1
> COc1ccc(CCN2C(=NC(=O)CC(C)C)SC3CS(=O)(=O)CC32)cc1OC (stereo unspecified)
→ -11, 1, i, 2, 7, -2.1, 1, -2, 0.0, 0
> COc1ccc(-c2cc(=O)oc3cc(OC(=O)C4CCCCC4)c(Cl)cc23)cc1
→ 1, -26, x, 5, -4, -36, 0, 10, 0.0, 10
> CCc1ccccc1NC(=S)N1CCN(c2cccc(OC)c2)CC1
→ -7, 8, i, 0, 12, 2.1, 3, 15, -0.3, 2
> Cc1cccc(Nc2nc3c(s2)CCCC3)c1
→ -6, 1, i, 5, -2, 1.9, 0, -8, -0.6, -7
> CCOc1ccc(N2C(=O)/C(=C/c3cccs3)N(CC(=O)OC)C2=S)cc1
→ -15, 8, i, -5, 17, 1.7, 3, 9, -0.3, -5
> Cc1cccc2sc(NC(=O)C3CC3)nc12
→ -8, 0, i, 4, -1, -2.3, -1, 18, 0.1, -2
> C=CCNC(=O)/C=C/c1c(F)cccc1Cl
→ 0, -2, i, -3, -5, -0.6, -2, -6, -1.0, 2
> O=C(CCNS(=O)(=O)c1cccc2nonc12)NC1CCCCC1
→ -1, -18, i, -2, 15, -0.2, -2, -6, -1.1, 1
> CCCNC(=O)c1cc(C2CCCN(C(=O)c3ccc(OC)cc3)C2)on1 (stereo unspecified)
→ x, -3, i, 0, -9, -0.3, 1, 2, -0.2, 3
> Cc1cc(C)c(S(=O)(=O)N2CCCCC2)cc1N(C)S(=O)(=O)c1ccc(Cl)cc1
→ -14, -1, i, -6, -8, 0.8, -1, -2, -2.5, 2
> Cc1ccc(CCNc2ncnc(Cl)c2N)cc1
→ -5, 2, i, 1, 13, -1.1, -2, 10, -0.1, 2
> CC(=O)C(Sc1nc(N(C)C)nc(N(C)C)n1)C(=O)Nc1ccccc1 (stereo unspecified)
→ -7, -4, i, -4, -2, -0.1, 2, 4, 0.4, -1
> CC(=O)/C=C1\SC(CC(=O)O)C(=O)N1c1ccccc1 (stereo unspecified)
→ -3, -4, i, 3, -7, -0.7, -1, 6, -0.8, -2
> Cn1c(=O)[nH]c(=O)c2c1nc(Br)n2CC(O)c1ccccc1 (stereo unspecified)
→ -3, 2, i, 0, 10, -2.7, -4, 7, -0.8, 0
> CC(C)C(NC(=O)c1ccc(C(C)(C)C)cc1)C(=O)NCC1(N(C)C)CCCCC1 (stereo unspecified)
→ -3, 3, i, -9, -1, 0.4, 4, -7, -0.2, 3
> COCCn1c(SCC(=O)Nc2ccc3c(c2)OCCO3)nnc1-c1ccncc1
→ -3, -1, i, 0, -12, 1.4, 2, 6, -0.1, -3
> COc1cc(C2C(C(=O)OC(C)C)=C(C)Nc3ncnn32)cc(OC)c1OC (stereo unspecified)
→ -5, 1, i, -2, -3, -1.7, 1, 11, -0.3, 2
> CCCC(=O)Nc1cc(S(=O)(=O)N(CC)CC)ccc1Cl
→ -3, 1, i, 0, -4, -1.0, -2, 3, -0.2, 1
> O=C(/C=C/NNC(=O)c1ccccc1O)c1ccccc1
→ 0, -14, i, 3, -4, -1.6, 1, -18, 0.1, -7
> COC(=O)c1c(NC(=O)c2cccnc2Cl)sc(C(=O)N(C)C)c1C
→ -2, 2, i, 7, 3, -0.3, 0, 11, 0.0, -2
> COc1ccc(-c2nnc(SCC(=O)Nc3ccc(C(=O)O)cc3)n2-c2ccc(Cl)cc2)cc1
→ 1, 0, i, 19, -4, 0.6, 0, 26, -0.5, 0

Entries shown so far with a tert-butyl group, in the order listed:
Each structure is followed by: Scp1 inh, SUMO1-SIM PPI, Neddyl block, NadD inh, CendR NRP1 mod, LMPTP inh, STEP inh, SKN-1 block, Tb MetRS inh, DNMT1 block
> Cc1ccc(-c2nc3ccc(Cl)cn3c2CC(C)(C)C)cc1
→ x, -1, i, 4, -9, 2.3, -1, -8, -1.8, 9
> CC(C)C(NC(=O)c1ccc(C(C)(C)C)cc1)C(=O)NCC1(N(C)C)CCCCC1 (stereo unspecified)
→ -3, 3, i, -9, -1, 0.4, 4, -7, -0.2, 3
